Bioassay records as filed in PubChem.
PRMT1 FP inh = blocks human protein arginine methyltransferase 1. Q99873. recombinant PRMT1, activity-based probe fluorescence polarization. inhibition, % at 2.79 µM. actives 1.3% (n = 370,000);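 active = inhibition above about 21% made by adding two undisclosed values, limit read from the data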
NPR1 activator = GC-A (human) enzyme activation. P16066. HEK293 GC-A cells, cGMP TR-FRET, EC30 ANP; 0% at EC30 ANP, 100% saturating ANP. activation, % at 10 µM. actives 0.14% (n = 370,000); in the data active = activation above about 40%
HTRA1 inh = inhibitors of human serine peptidase HTRA1. Q92743. recombinant HTRA1, FP-rhodamine activity-based probe, fluorescence polarization. inhibition, % at 5.96 µM. actives 0.5% (n = 340,000). AID 504803; in the data active = inhibition above about 36%;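 note: 0% = enzyme with DMSO and 100% = wells lacking enzyme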
UHRF1 binding = human UHRF1 methylated DNA binding inhibitors; UHRF1 binding to methylated oligo, TR-FRET; inhibition, % at 4.4 µM; actives 0.75% (n = 370,000); in the data active = inhibition above about 21%;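 note: UHRF1 SRA domain binding a hemimethylated CpG hairpin DNA probe; 0% = median of test compound wells and 100% = reference inhibitor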
NPR2 activator = GC-B (human) receptor activation; P20594; HEK293-GC-B cells, CNP EC30, cGMP TR-FRET; 0% at EC30 CNP, 100% saturating CNP; activation, % at 10 µM; actives 0.11% (n = 370,000);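 active = activation at 10 µM reaching about 35% in either raw or pattern-adjusted values, limit read from the data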
mABHD4 FP = ABHD4 (mouse) inhibition, primary FP screen | purified mABHD4, FP-Rh probe fluorescence polarization | inhibition, % at 8.92 µM | AID 720543 | actives 0.54% (n = 370,000) | Q8VD66;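 active = inhibition exceeding the mean over every tested compound plus 3 SD, cut at about 30% in these data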;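 note: 0% = plate median of compound wells and 100% = S159A mutant with DMSO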
Target sequence (Q8VD66 whole entry, looked up): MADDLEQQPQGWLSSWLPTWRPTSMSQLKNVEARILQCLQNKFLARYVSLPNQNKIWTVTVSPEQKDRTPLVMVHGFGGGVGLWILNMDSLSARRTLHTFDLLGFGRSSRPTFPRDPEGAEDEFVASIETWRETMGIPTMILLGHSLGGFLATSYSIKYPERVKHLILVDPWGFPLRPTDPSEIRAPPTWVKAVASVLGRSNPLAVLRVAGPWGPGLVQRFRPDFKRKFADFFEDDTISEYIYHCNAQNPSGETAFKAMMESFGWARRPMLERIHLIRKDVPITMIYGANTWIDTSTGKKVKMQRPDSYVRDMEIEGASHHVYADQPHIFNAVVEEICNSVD
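Test system: mABHD4 protein; Read-out basis: % inhibition; Incubation: 45 min + 60 min at 25 °C; Repeats: single replicate; Technique: fluorescence polarization with parallel and perpendicular emission, 525/598 nm; Compound: 8.92 µM, single dose; Benchmarks: full inhibition S159A mutant plus DMSO, zero as sample-well median.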
TCR CD3 inh = human TCR-CD3 binding inhibition; TAMRA-labeled TCR probe fluorescence, biochemical; inhibition, % at 9.4 µM; actives 0.37% (n = 360,000); in the data active = inhibition above about 19%;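 note: recombinant mutant TCR 2C K166C tagged with TAMRA read by polarization; 0% = receptor in buffer alone and 100% = receptor with positive control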
rCAG RNA binder = molecules binding r(CAG) RNA repeats; actives 1.3% (n = 370,000); AID 651821; inhibition, % at 3 µM; r(CAG) RNA repeat, TO-PRO-1 dye displacement fluorescence;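 active = inhibition above the plate cutoff, the mean of all test compounds on that plate plus 3 SD, cut at about 35% in these data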;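 note: 0% = DMSO alone and 100% = 100 µM mitoxantrone as full dye displacement; higher means more dye released from RNA so lower well fluorescence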
MBD2 DNA inh = inhibitors of human MBD2 binding to methylated oligonucleotide | Q9UBB5 | actives 0.31% (n = 370,000) | TR-FRET | inhibition, % at 4.4 µM | AID 686964; in the data active = inhibition above about 13%
SIAE primary = human SIAE inhibition, primary screen; SIAE FP-Rh probe binding, fluorescence polarization; inhibition, % at 9.66 µM; actives 0.69% (n = 370,000);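 active = inhibition above a cutoff: mean of compounds within the control limits plus 3 SD of those, cut at about 17% in these data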;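 note: 0% = plate median of compound wells and 100% = probe without SIAE protein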
Target sequence (Q9HAT2 whole entry, looked up): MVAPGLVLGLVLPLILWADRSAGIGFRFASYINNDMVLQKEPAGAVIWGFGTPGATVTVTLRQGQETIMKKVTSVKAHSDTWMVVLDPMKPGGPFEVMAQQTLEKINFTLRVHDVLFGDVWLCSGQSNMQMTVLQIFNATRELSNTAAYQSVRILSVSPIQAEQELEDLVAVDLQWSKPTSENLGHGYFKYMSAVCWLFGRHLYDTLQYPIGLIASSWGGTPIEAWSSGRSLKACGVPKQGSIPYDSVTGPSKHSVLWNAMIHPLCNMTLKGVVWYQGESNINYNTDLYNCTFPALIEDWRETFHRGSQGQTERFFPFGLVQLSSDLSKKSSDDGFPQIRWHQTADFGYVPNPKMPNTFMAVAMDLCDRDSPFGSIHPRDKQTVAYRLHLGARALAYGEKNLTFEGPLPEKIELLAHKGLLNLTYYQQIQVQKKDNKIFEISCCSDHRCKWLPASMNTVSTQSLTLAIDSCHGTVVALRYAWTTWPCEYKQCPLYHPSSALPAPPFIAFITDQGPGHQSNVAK
* hit, by the source's call; nt = no result given.

SMILES	PRMT1 FP inh	NPR1 activator	HTRA1 inh	UHRF1 binding	NPR2 activator	mABHD4 FP	TCR CD3 inh	rCAG RNA binder	MBD2 DNA inh	SIAE primary
COc1cc(OC)c2ccc(=O)oc2c1C(CCN1CCCC1)c1ccc(N(C)C)cc1 (centres undefined)	0	-1	0	-4	-6	5	5	3	-3	-4
COC(=O)c1sc(NC(=O)CSc2nnc(Cn3nnc4ccccc43)n2C)nc1C	5	-3	4	7	1	-3	1	6	6	2
CN(Cc1c(F)cccc1Cl)C(=O)CNC(=O)c1ccc2c(c1)OCO2	-1	1	-6	1	3	0	1	-4	5	4
c1ccc(-c2noc(-c3ccc4c(c3)OCO4)n2)cc1	4	4	-1	2	3	3	-1	2	0	0
CN(CC(=O)Nc1ccc(Cl)c(Cl)c1)CC(=O)N1CCCCCC1	-1	-3	-2	0	1	1	4	0	-6	4
CS(=O)(=O)N(CC(=O)N1CCc2ccccc2C1)c1ccc(Br)cc1	-1	-23	nt	-1	-17	1	4	-3	-4	-4
CCSc1nc(-c2ccccc2)c2cc(Cl)ccc2n1	1	-10	3	2	-8	0	0	4	6	3
C=CCNC(=O)c1sc(-c2ccccc2)nc1C	-4	-1	5	-1	-5	-2	3	-5	-4	0
O=C(Nc1ccc(S(=O)(=O)N2CCCC2)cc1)c1cc(F)c(F)cc1Cl	3	3	-11	1	-2	-3	-2	-4	4	-12
O=C(CN1C(=O)CCC1=O)Nc1ccc(S(=O)(=O)N2CCOCC2)cc1	0	-4	3	-1	5	8	3	3	-1	11
Cc1ccc(C(=O)Nc2c(C)n(C)n(-c3ccccc3)c2=O)cc1S(=O)(=O)N1CCOCC1	0	1	-1	4	0	2	14	1	-1	3
COc1cccc(C(=O)Nc2nnc(C(C)C)s2)c1	-3	2	1	0	3	3	2	-2	-2	-1
C[C@@H]1COC(=O)[C@@H](CC(=O)OC(C)(C)C)C/C=C\C[C@@H](CC(=O)N[C@H](CO)Cc2ccccc2)C(=O)N1	-2	1	3	2	-3	-5	0	-5	3	1
COc1ccc(CCNC(=O)c2cccc(S(=O)(=O)N3CCCCC3)c2)cc1	-2	0	0	2	-6	-5	-3	-1	-6	1
Cc1ccc2cc3c(NC(=O)C(C)C)nn(C)c3nc2c1	-2	-6	1	1	-8	-2	-2	-1	-5	-3
Cc1ccc(N(C(=O)c2csnn2)C(C(=O)NC2CCCCC2)c2ccncc2)c(C)c1 (centres undefined)	-2	-2	2	-2	-5	-7	-2	2	-4	2
O=C(N/N=C/c1ccc(N2CCOCC2)o1)c1ccccc1[N+](=O)[O-]	20	-3	2	-7	7	7	1	3	-3	8
Cc1ccc(OCc2ccc(C(=O)O)o2)cc1C	-1	0	-4	-2	2	-10	0	1	2	2
N#Cc1ccccc1NC(=O)CN1C(=O)NC2(CCCC2)C1=O	5	0	1	2	1	8	0	2	3	-4
C=C1CCN([C@H](C(=O)NCc2ccco2)C(C)C)S(=O)(=O)c2ccccc21	0	1	-2	1	-5	2	-8	-1	-4	-2
COc1ccc(C(=O)COC(=O)CN2CC(=O)Oc3ccccc32)cc1Br	2	-1	-1	-2	4	2	0	1	-3	-2
CCOc1cc(C2C(C(=O)c3ccco3)=C(O)C(=O)N2Cc2ccccc2)ccc1O (centres undefined)	0	8	-2	-6	-3	0	7	9	2	1
Cc1cc([N+](=O)[O-])nn1CC(=O)Nc1ccc(Cc2ccncc2)cc1	-1	0	2	-2	3	-2	7	-2	-6	-1
Cc1cccc(OCC(=O)NCCNC(=O)c2ccncc2)c1	1	5	2	-2	-2	-3	7	3	0	-4
CC(C)=CCC/C(C)=C/CNC(=O)C[C@H]1C[C@H](C(=O)N(C(C)C)C(C)C)[C@@]2(C)c3[nH]c4cc(CCC(=O)N(C)C)ccc4c3CCN2C1=O	-9	-2	-10	2	-3	1	12	2	1	-3

A draw from above in order of length of the SMILES, low to high.
SMILES	PRMT1 FP inh	NPR1 activator	HTRA1 inh	UHRF1 binding	NPR2 activator	mABHD4 FP	TCR CD3 inh	rCAG RNA binder	MBD2 DNA inh	SIAE primary
COc1cccc(C(=O)Nc2nnc(C(C)C)s2)c1	-3	2	1	0	3	3	2	-2	-2	-1
CN(Cc1c(F)cccc1Cl)C(=O)CNC(=O)c1ccc2c(c1)OCO2	-1	1	-6	1	3	0	1	-4	5	4
COc1ccc(CCNC(=O)c2cccc(S(=O)(=O)N3CCCCC3)c2)cc1	-2	0	0	2	-6	-5	-3	-1	-6	1
O=C(Nc1ccc(S(=O)(=O)N2CCCC2)cc1)c1cc(F)c(F)cc1Cl	3	3	-11	1	-2	-3	-2	-4	4	-12

Three compounds from above, arranged by their value in PRMT1 FP inh, falling:
| molecule | PRMT1 FP inh |
| --- | --- |
| c1ccc(-c2noc(-c3ccc4c(c3)OCO4)n2)cc1 | 4 |
| CCSc1nc(-c2ccccc2)c2cc(Cl)ccc2n1 | 1 |
| Cc1cc([N+](=O)[O-])nn1CC(=O)Nc1ccc(Cc2ccncc2)cc1 | -1 |

The listing picks up; the two compounds before the break are reprinted first.
SMILES	PRMT1 FP inh	NPR1 activator	HTRA1 inh	UHRF1 binding	NPR2 activator	mABHD4 FP	TCR CD3 inh	rCAG RNA binder	MBD2 DNA inh	SIAE primary
Cc1cccc(OCC(=O)NCCNC(=O)c2ccncc2)c1	1	5	2	-2	-2	-3	7	3	0	-4
CC(C)=CCC/C(C)=C/CNC(=O)C[C@H]1C[C@H](C(=O)N(C(C)C)C(C)C)[C@@]2(C)c3[nH]c4cc(CCC(=O)N(C)C)ccc4c3CCN2C1=O	-9	-2	-10	2	-3	1	12	2	1	-3
Cc1ccc(OCc2nnc(SCC(=O)N3CCc4ccccc43)n2C)cc1	-2	-3	3	-2	7	2	5	-2	-2	-9
COCCCNC(=O)C[C@@H]1C[C@@]2(C(=O)OC)CCCCC=C2N(CCc2ccc(OC)c(OC)c2)C1=O	4	-1	nt	5	1	-6	0	0	3	-4
CCn1cc(C(=O)N2CCN(c3ccccn3)CC2)c(=O)c2cc(S(=O)(=O)N3CCC(C)CC3)ccc21	-3	-2	8	-1	0	8	6	-5	2	-2
Cc1ccc(C(=O)c2c[nH]c3c(F)cc(F)cc3c2=O)cc1	-1	0	3	-1	-5	-5	1	1	-2	9
CCCCCCn1nc(C(=O)OCC(=O)c2c(N)n(C)c(=O)n(C)c2=O)c2ccccc2c1=O	-1	5	-4	1	7	-4	5	5	2	-26
O=C(N/C=C/c1ccco1)Nc1cccc(Cl)c1	18	0	nt	6	-2	6	-2	13	0	-7
COc1ccc(OCCCC(=O)OCC(=O)Nc2sccc2C(N)=O)cc1	0	0	-2	1	-5	-4	-3	4	0	-2
CCCCC[C@@H](C)N1C[C@H](COCc2ccccc2)Oc2cc(N3CC[C@@H](O)C3)ccc2S1(=O)=O	-10	-2	nt	1	1	-18	-1	7	-3	-3
CCOC(=O)c1nc(C)sc1-c1ccnn1S(=O)(=O)c1ccccc1C(F)(F)F	2	-10	nt	1	-1	-15	-3	-1	2	-3
CCOC(=O)C1C(c2ccccc2)N(C)OC1(O)C(F)(F)F (centres undefined)	2	-2	-3	-4	1	4	7	0	1	2
CN(C(=O)c1ccccc1)c1nc2ccccc2s1	-2	-3	-6	5	-5	-11	-11	2	-4	0
CC1CCN(S(=O)(=O)c2ccc3c(c2)N(CC(=O)NCCCN2CCCCC2C)C(=O)CS3)CC1 (centres undefined)	1	1	6	2	-2	5	7	-3	5	6
CC(O)c1cccc(NC(=O)C2CCCCC2)c1 (centres undefined)	-1	0	1	-1	4	2	-2	-3	1	-4
CC(C)=CCC[C@H](C)C[C@@H]1CC2=C(C(=O)OC(C)(C)O2)[C@H](c2ccc(Cl)cc2)O1	0	-7	nt	0	4	-3	-7	4	-3	5
S=C(NCCCc1ccccc1)NCc1ccccc1	1	-1	-13	4	-1	-5	-3	-1	-2	6
Cc1nn(Cc2noc(C(=O)NCc3ccccn3)n2)c(C)c1Br	-1	2	0	0	7	9	7	2	-2	-4
COc1ccc(C2C(C#N)=C(N)Oc3cc(C)[nH]c(=O)c32)cc1OC (centres undefined)	-10	8	3	0	2	-3	1	-3	6	3
CC/C(=N/Nc1ccc(Cl)cc1)c1cnnc(SC)n1	0	-2	-1	-4	1	1	7	3	-4	0
Cc1cccc(-n2cnc(C(=O)NNC(=S)Nc3ccccc3)c2)n1	1	-4	8	0	-8	43*	0	3	1	2
COC(=O)CCCC1=CC2=C(c3ccccc3)C(=O)C(C)(OC(=O)C3CCCC3)C(=O)C2=CN1CCc1c[nH]c2ccccc12 (centres undefined)	7	14	16	1	0	17	6	2	-2	9
CCCCNC(=O)C[C@H]1C[C@@]2(C(=O)OC)C(=C[C@H](C(C)(C)C)O[C@@H]2C)N(CCC2=CCCCC2)C1=O	-1	-2	nt	1	-1	-2	-2	3	-3	-1
COc1cccc(NC(=S)NNC(=O)c2ccccc2OC(F)F)c1	-1	2	7	-8	-9	-5	7	9	-9	1
O=S1(=O)N[C@@H](Cc2ccccc2)COc2cc(N3CCC[C@@H]3CO)ccc21	-5	5	nt	1	-1	3	2	4	-3	2
CC(=O)C1C(C)CC2C3CCC4CC(=O)CCC4(C)C3CCC21C (centres undefined)	-4	1	5	1	-3	0	1	0	0	-2
CCn1cnc2cc(NCc3nc4ccccc4n3Cc3ccccc3)ccc21	0	19	13	-3	9	7	6	-3	-2	-3
CC(=O)N1CCN(c2ccc(NC(=O)c3ccc(Cl)c([N+](=O)[O-])c3)cc2)CC1	1	2	5	2	5	6	2	-2	-7	7
COc1ccccc1C(=O)NC(=O)COC(=O)c1nc2nc(C)cc(C)n2n1	-4	-1	4	-2	-4	2	8	0	-4	-3
Cc1nc(C(F)(F)F)ccc1C(=O)Nc1ccccc1F	1	2	-1	1	2	-1	-5	-1	-1	0
O=C(NCCCn1ccnc1)/C(=C/c1ccco1)NC(=O)c1cccs1	1	1	6	-1	2	-2	10	0	-9	0
S=c1[nH]nc(-c2cc(-c3ccccc3)n[nH]2)n1/N=C/c1ccc(Cl)cc1	13	3	-4	1	-3	-1	2	23	-5	-11

Some of the compounds tested. The share of hits here may be higher or lower than overall.
